# OXTR potentiator: human OXTR potentiators, primary screen, fluorescence, CHO-OTR cells, Fluo-8 calcium; 320,000 tested, 0.061% active; activation, % at 3 µM; Oxytocin receptor (Homo sapiens), P30559; AID 2445, 2010; Fluo-8 calcium fluorescence, potentiator mode; 0% = oxytocin EC15, 100% = EC100;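 active = activation above that plate's cutoff, the mean activation of tested compounds plus 3 SD, cut at about 6.6% in these data, passing the limit was not always enough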;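 note: 100% uses oxytocin at 75 nM as the full agonist control; some results filed as inactive read as strong as hits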
# Target sequence (P30559 whole entry, looked up): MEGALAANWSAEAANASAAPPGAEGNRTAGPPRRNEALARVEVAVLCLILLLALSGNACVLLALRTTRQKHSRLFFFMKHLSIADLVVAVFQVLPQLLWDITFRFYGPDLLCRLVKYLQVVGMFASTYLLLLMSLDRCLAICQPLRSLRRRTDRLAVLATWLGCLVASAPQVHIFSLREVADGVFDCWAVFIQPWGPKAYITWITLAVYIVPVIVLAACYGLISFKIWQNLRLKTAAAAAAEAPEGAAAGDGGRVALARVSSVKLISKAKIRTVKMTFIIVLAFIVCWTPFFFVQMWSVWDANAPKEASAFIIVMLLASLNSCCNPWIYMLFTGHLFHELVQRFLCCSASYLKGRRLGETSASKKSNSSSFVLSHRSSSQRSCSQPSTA
#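 test system = CHO-OTR cells, human receptor | compound = single-point 3.0 µM | schedule = 6 min compound pre-incubation at room temperature, 100 s kinetic read | signal = Fluo-8 no-wash calcium dye fluorescence, excitation 470-495 nm, emission 515-575 nm | repeats = single well per compound, singlicate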
# CHRM4 antagonist: human M4 muscarinic receptor antagonists, primary screen, CHO cells, Fluo-8 calcium fluorescence; inhibition, % at 3 µM; CHO-hM4 cells, ACh EC80; 360,000 tested, 0.73% active; Muscarinic acetylcholine receptor M4 (Homo sapiens), P08173;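 active = inhibition above its plate's cutoff, the mean inhibition of sample wells plus 3 SD, cut at about 27% in these data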;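 note: 0% = acetylcholine EC80 with DMSO and 100% = DMSO without agonist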
# Target sequence (P08173 whole entry, looked up): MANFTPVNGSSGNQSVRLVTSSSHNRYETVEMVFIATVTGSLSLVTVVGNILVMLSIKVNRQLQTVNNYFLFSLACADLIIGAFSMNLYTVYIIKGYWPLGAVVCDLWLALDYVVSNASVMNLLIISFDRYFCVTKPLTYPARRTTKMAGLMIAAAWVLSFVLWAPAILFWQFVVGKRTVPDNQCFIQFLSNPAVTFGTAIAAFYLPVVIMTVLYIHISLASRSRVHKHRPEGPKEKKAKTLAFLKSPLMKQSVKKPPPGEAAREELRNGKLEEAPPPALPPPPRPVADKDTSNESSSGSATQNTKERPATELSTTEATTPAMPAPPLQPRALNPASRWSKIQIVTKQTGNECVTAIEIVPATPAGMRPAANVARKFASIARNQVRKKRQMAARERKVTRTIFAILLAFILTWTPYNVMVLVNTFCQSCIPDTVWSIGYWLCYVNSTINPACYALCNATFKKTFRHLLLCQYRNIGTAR
# CHO-K1 Ca antag: nonselective inhibitor or artifact in parental CHO-K1 cells. 360,000 tested, 0.6% active. inhibition, % at 3 µM. ATP-induced calcium, Fluo-8 fluorescence. AID 602250;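 active = inhibition above a per-plate cutoff, the plate's mean sample inhibition plus 3 SD, cut at about 24% in these data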;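 note: 0% = DMSO plus EC80 ATP and 100% = DMSO alone without ATP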
# M4 ag: human M4 muscarinic receptor agonists, primary screen, CHO-K1 cells, Fluo-8 calcium fluorescence; AID 624127, 2012; CHO-K1 hM4/Gqi5; vehicle 0%, full acetylcholine response 100%; Muscarinic acetylcholine receptor M4 (Homo sapiens), P08173; 360,000 tested, 0.14% active; activation, % at 3 µM;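 active = activation above the run mean over all test wells plus 3 SD, cut at about 32% in these data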;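 note: peak over basal fluorescence ratio per well then scaled between controls; 0% = DMSO wells and 100% = acetylcholine at EC100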
# CHRM1 antagonist: human M1 muscarinic receptor antagonists, primary screen, CHO-K1 cells, Fluo-8 calcium fluorescence, 1536-well; Muscarinic acetylcholine receptor M1 (Homo sapiens), P11229; CHO-K1 hM1, ACh EC80 antagonist; inhibition, % at 3 µM; 360,000 tested, 1.3% active; AID 588852, 2011;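 active = percent inhibition above its own plate's cutoff, namely the mean of that plate's compound wells plus 3 SD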;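 note: peak over basal fluorescence ratio during 140 s after agonist addition; 0% = ACh EC80 plus DMSO and 100% = DMSO alone without agonist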
# CHRM1 agonist: human M1 muscarinic receptor agonists, primary screen, Fluo-8 calcium fluorescence, CHO-K1 cells, HTS; 360,000 tested, 0.33% active; activation, % at 3 µM; CHO-K1 hM1, agonist mode; 0% DMSO, 100% acetylcholine EC100; Muscarinic acetylcholine receptor M1 (Homo sapiens), P11229;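 active = activation above the run's mean compound activation plus 3 SD, cut at about 16% in these data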;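 note: peak over basal fluorescence ratio within a 140 s kinetic read after compound addition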
# CHRM1 PAM: human M1 muscarinic receptor positive allosteric modulators, primary screen, CHO-K1 cells, Fluo-8 calcium fluorescence, 1536-well; 360,000 tested, 0.088% active; Muscarinic acetylcholine receptor M1 (Homo sapiens), P11229; activation, % at 3 µM; AID 588819, 2011; CHO-K1 hM1, ACh EC20; 0% = ACh EC20, 100% = maximal ACh; in the data active = activation above about 19%, passing the limit was not always enough
# CHO parental Ca: ATP-evoked calcium signal inhibitors, parental CHO, primary screen, counter-screen for OX1R antagonist project, cell-based, fluorescence, Fluo-8 calcium dye; parental CHO-K1, ATP-induced calcium, Fluo-8 fluorescence; AID 463079, 2010; inhibition, % at 5.6 µM; 330,000 tested, 0.63% active;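 active = inhibition above that plate's mean sample inhibition plus 3 SD, cut at about 26% in these data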;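 note: 0% = ATP-challenged DMSO wells and 100% = DMSO wells without ATP; some compounds past the cut are filed as inactive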
#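 Material: parental CHO cells / Compound: single nominal dose of 5.6 µM per compound / Signal: Fluo-8 fluorescence / Replicates: singlicate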
# CHO-K1 Ca ag: counter-screen for M1 agonists: effect in parental CHO-K1 cells. Fluo-8 calcium fluorescence; scaled to maximal ATP response, vehicle zero. activation, % at 3 µM. 360,000 tested, 0.48% active. AID 602248, 2012; in the data active = activation above about 15%;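 note: untransfected CHO-K1 host cells lacking M1 receptor as counterscreen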
# An asterisk follows results filed as active; . = not tested or not shown.
SMILES,OXTR potentiator,CHRM4 antagonist,CHO-K1 Ca antag,M4 ag,CHRM1 antagonist,CHRM1 agonist,CHRM1 PAM,CHO parental Ca,CHO-K1 Ca ag
OC(COCc1ccccc1)CN1CCCC1 (stereo not given),-8,5,-9,1,4,-8,3,5,0.6
CC(C)(C)NC(=O)C(OC(=O)c1cccs1)c1ccccc1 (stereo not given),-3,1,-12,0,-3,-5,3,-8,-0.1
COCCN(C(=O)CNC(=O)c1ccco1)C(C(=O)NC1CCCC1)c1ccc(F)cc1 (stereo not given),-5,-7,-6,0,-10,-2,9,-20,0.2
CCN(CC)S(=O)(=O)c1ccc(C)c(NC(=O)CN2CCN(C)CC2)c1,-5,3,-11,-3,-8,-4,4,-2,0.0
CN(c1ccccc1)S(=O)(=O)c1cccc(NC(=O)Nc2ccc(Cl)cc2C#N)c1,-6,-5,-5,0,-4,-2,-1,-27,0.7
Cc1ccc(S(C)(=O)=NC(=O)NC(=O)c2c(F)cccc2Cl)cc1 (stereo not given),-4,-1,3,0,-11,-1,4,0,0.1
COc1ccc(Nc2nc(C(=O)NCc3ccco3)cs2)cc1,-19,2,-14,6,-9,1,11,-17,6.8
NC1=NC(=O)CC(C(=O)NCCc2ccccc2)S1 (stereo not given),-4,-5,-11,0,-19,-3,4,-11,0.5
CC1CCC(Nc2nnnn2-c2ccccc2)CC1 (stereo not given),-14,12,-16,6,-1,0,-1,11,7.6
Cc1cc(NC(=O)CSCC(=O)NC(C)c2ccccc2)no1 (stereo not given),-6,-4,2,1,-10,8,16,-8,-0.4
COc1cccc(C(=O)O/N=C(\N)c2ccc([N+](=O)[O-])cc2)c1OC,-1,-1,-11,2,-4,1,19,-9,-0.1
O=C(N=C1c2ccccc2CN1c1cccc(Cl)c1)c1cccnc1,0,-4,-7,3,-3,-9,8,-7,1.1
O=C(OCc1cnc(Cl)s1)c1cccc(Cl)c1Cl,-4,19,13,-2,4,-4,-5,-4,-0.2
CCN(CC)CCCCN1c2ccccc2Sc2ccccc21,-18,73*,-3,10,101*,-7,-27,-18,13
Cc1ccc(C2NC(=O)CCC2[N+](=O)[O-])cc1 (stereo not given),-4,3,6,2,1,-2,-5,-15,-0.1
COC(=O)c1ccc(NC(=O)c2cc[n+]([O-])cc2)cc1,-4,-10,5,0,-26,-2,19,-16,0.8
O=C(OCc1ccccc1)N1CCC2CC1c1cc(-c3cc4ccccc4o3)ccc12 (stereo not given),.,-2,-7,1,-14,-3,10,.,0.5
CCN=c1sc(C(=O)NCCc2ccccc2)cc(=O)n1CC,-13,17,15,15,30*,4,-4,-14,6.1
Cc1ccc(-n2nnnc2SCC(=O)c2ccc3c(c2)NC(=O)CO3)c(C)c1,-6,2,0,3,0,-2,-1,-17,13
Cn1c(/C=C/c2ccccc2)nc2ccccc2c1=O,-4,5,-10,5,-6,-5,2,-31,2.5
O=S1(=O)N=C(N2CCN(c3ccc(F)cc3)CC2)c2ccccc21,1,-3,-15,1,-7,-2,10,-11,0.9
O=C(NCc1cccnc1)c1cccc(Cl)c1,0,8,-12,0,2,-3,-2,-10,0.8
CSc1ccc(CN2CCC(n3nccc3NC(=O)c3ccccc3C)CC2)cc1,2,2,-15,14,-1,11,0,-36,2.9
Cc1ccc(C)c(SCc2nc3sc(C(=O)O)c(C)c3c(=O)[nH]2)c1,-5,3,-5,0,1,-2,0,6,0.5
O=[N+]([O-])c1cc(Br)c(OCc2nnc(-c3ccccc3)o2)c(Br)c1,-3,-4,-3,0,-1,-11,7,-13,0.7
COC(=O)CNC(=O)CSc1nnc(-c2ccc(OC)cc2)n1CC(C)C,-1,6,-9,0,1,-4,2,-11,0.0
CC(C(=O)NCC1CCCCC1)N(C)Cc1ccc(Cl)cc1 (stereo not given),-10,3,-7,-2,18,-8,-11,10,0.1
COCCNC(=O)CN(C(=O)CCC(=O)Nc1ccccn1)c1ccc(C)cc1,-8,0,10,0,2,0,6,-10,-0.1
CC1CN(C(=O)CSc2nnc(CNC(=O)c3ccc(S(=O)(=O)N(C)C)cc3)o2)CC(C)O1 (stereo not given),-2,-1,0,0,-11,-4,13,2,0.6
Cc1ccc(NC(=O)C(C)Oc2ccccc2)cc1S(=O)(=O)N1CCCCCC1 (stereo not given),-8,-6,-7,5,-7,-8,1,-7,-0.2
CC(=O)Nc1ccc(S(=O)(=O)N2CCSC2c2ccccc2Cl)cc1 (stereo not given),-20,2,8,8,3,1,-2,22,3.1
CCCCN(Cc1cccs1)S(=O)(=O)c1csc(C(N)=O)c1,-5,-5,-17,1,-11,-3,6,-16,1.2
CNc1cc(-c2c(OC)cccc2OC)ncn1,.,2,-2,1,-10,2,8,.,0.1
Cc1c(Cl)cnc(NC(=O)COC(=O)c2ccncc2)c1Cl,-2,14,-8,1,-4,-4,1,-12,0.0
O=C(COc1ccc(F)cc1F)N1CCCCCCC1,-10,0,-2,1,-4,-3,3,-11,-0.1
O=C(CN1C(=O)NC(Cc2ccccc2)C1=O)Nc1ccccc1 (stereo not given),-4,6,-2,1,0,-3,2,-19,0.5
COCCN(C(=O)c1ccccc1Oc1ccccc1)c1c(N)n(CC(C)C)c(=O)[nH]c1=O,-1,4,-9,0,4,-3,8,-4,0.1
Cc1nn(-c2ccccc2)c(N)c1Sc1ccc([N+](=O)[O-])cc1,-4,-4,0,4,5,-2,-3,-11,4.1
CS(=O)(=O)N1CCN(CC(=O)NC2CCCCC2)CC1,-8,-5,1,1,7,-8,3,-9,0.8
CN1C(=O)N(C)c2ccc(C=O)c3cccc1c23,-1,1,3,0,-5,-7,3,-2,0.4
Cc1ccccc1/C=N/NC(=O)Cn1nnc(N)n1,-4,-7,-4,1,-2,-4,7,-2,0.5
Cc1ccc(C(=O)c2ccc([N+](=O)[O-])cc2)cc1,0,-6,-23,-2,-16,-5,12,-1,0.2
COc1ccc(N2CCN(C(c3ccc4ncccc4c3)c3nnnn3C(C)C)CC2)cc1 (stereo not given),-12,4,-4,0,-15,-1,12,-13,-0.3
O=S(=O)(Nc1ccc2c(c1)OCO2)c1ccc(Cl)cc1F,-5,-12,-4,0,5,-4,-1,-12,0.2
COc1ccccc1N(CC(=O)NC1CCCC1)C(=O)c1csnn1,-13,-13,8,0,-4,-2,4,-12,-0.3
Fc1ccc(CSc2ncnc3scc(-c4ccccc4)c23)cc1,-14,4,3,0,5,-7,-17,-28,1.0
O=C(C1=COCCO1)N(Cc1nnc(-c2ccc(Cl)cc2)o1)C1CC1,-9,-3,7,2,-11,-1,1,3,0.6
O=C(NCc1ccccn1)NC12CC3CC(CC(C3)C1)C2,-13,-3,-8,0,-19,-4,8,-3,-0.4
C[C@H]1CC[C@@]2(O[C@@H](CCO)C[C@@H](O)[C@@H]2O)O1,5,3,8,1,-9,2,15,0,-0.4
O=C(Nc1nc2ccccc2n1Cc1ccccc1)c1ccc(COc2ccccc2[N+](=O)[O-])o1,-3,-1,7,0,7,-2,-5,-1,-0.1
COc1cccc(-c2cc(C(=O)Nc3cccnc3Cl)no2)c1,-4,2,2,2,-13,-5,9,2,0.6
COc1ccc(CC(NC(C)=O)C(=O)NC2CCN(c3c(Cc4ccccc4)c(C)nc4ncnn34)CC2)c(OC)c1 (stereo not given),-6,-5,-20,6,-7,-4,1,-22,3.0
CN(c1ccccc1)c1nc(N)c([N+](=O)[O-])c(N2CCCCCC2)n1,-3,-4,-9,1,-8,-5,6,-11,2.2
NS(=O)(=O)c1ccc(CNC(=O)NC23CC4CC(CC(C4)C2)C3)cc1,-7,-2,-8,1,2,-4,4,-2,0.1
O=C(Nc1ccccc1)C(Cl)C(=O)c1ccccc1 (stereo not given),-10,-4,-20,3,-19,4,21,-11,3.5
C/C(=N\NC(=O)c1ccncc1)c1cc2ccccc2oc1=O,-7,0,-7,1,-11,-10,4,-2,0.7
COC(=O)c1cc(OC)c(OC)cc1NC(=O)c1c(-c2ccccc2)noc1C,-4,-13,-5,0,1,-6,-1,-26,0.4
CC1CC(N(C(=O)c2ccco2)c2ccccc2)c2ccccc2N1C(=O)c1ccco1 (stereo not given),-9,-11,-13,-2,-11,-4,15,-23,3.2
CC(O)C(NS(=O)(=O)c1ccc(Cl)cc1)C(=O)OCC(=O)Nc1cccnc1Cl (stereo not given),0,10,20,0,4,-2,4,-14,0.1
CCOC(=O)c1cnn(-c2ncnc3sc4c(c23)CCC4)c1N,0,8,-23,3,-10,0,13,-9,0.6

# Sorted by SMILES length (smallest number first): 4 of the compounds above
SMILES,OXTR potentiator,CHRM4 antagonist,CHO-K1 Ca antag,M4 ag,CHRM1 antagonist,CHRM1 agonist,CHRM1 PAM,CHO parental Ca,CHO-K1 Ca ag
O=C(NCc1ccccn1)NC12CC3CC(CC(C3)C1)C2,-13,-3,-8,0,-19,-4,8,-3,-0.4
CC(=O)Nc1ccc(S(=O)(=O)N2CCSC2c2ccccc2Cl)cc1 (stereo not given),-20,2,8,8,3,1,-2,22,3.1
C[C@H]1CC[C@@]2(O[C@@H](CCO)C[C@@H](O)[C@@H]2O)O1,5,3,8,1,-9,2,15,0,-0.4
COCCN(C(=O)CNC(=O)c1ccco1)C(C(=O)NC1CCCC1)c1ccc(F)cc1 (stereo not given),-5,-7,-6,0,-10,-2,9,-20,0.2

# 3 compounds already listed, sorted by the number in CHRM1 antagonist, high to low:
canonical_smiles	CHRM1 antagonist
Cc1ccc(C2NC(=O)CCC2[N+](=O)[O-])cc1 (stereo not given)	1
Cc1c(Cl)cnc(NC(=O)COC(=O)c2ccncc2)c1Cl	-4
CC1CC(N(C(=O)c2ccco2)c2ccccc2)c2ccccc2N1C(=O)c1ccco1 (stereo not given)	-11

# Additional compounds
SMILES,OXTR potentiator,CHRM4 antagonist,CHO-K1 Ca antag,M4 ag,CHRM1 antagonist,CHRM1 agonist,CHRM1 PAM,CHO parental Ca,CHO-K1 Ca ag
COc1ccc2[nH]c3c(c2c1)CCN1C(=O)C(CC(=O)NCc2ccc(OC)c(OC)c2)C[C@H](C(=O)N2CCOCC2)[C@@]31C (stereo not given in full),.,-9,-7,1,-10,-4,5,-4,-0.5
Cc1oc2c(c1C(=O)Nc1cccc(C(=O)O)c1)CCCC2,-9,6,-12,1,3,-7,-2,-5,-0.5
O=C(Cc1cccc(NC(=O)C2CCN(C(=O)C3CCCCC3)CC2)c1)Nc1cccc(C(=O)N2CCCCC2)c1,.,6,-12,-1,-2,-7,-1,.,0.2
CCS(=O)(=O)c1nn2c(N)c(/C=C3/C=CC(=O)C(OC)=C3)c(=O)nc2s1,-3,5,-4,0,0,-5,6,-16,0.6
CC(C)c1ccc(CCNC(=O)CSC(=S)N2CCCC2)cc1,-1,-3,-14,3,11,-6,-5,-16,1.9
COc1cccc(NC(=O)CN(C)C(=O)c2ccc(S(=O)(=O)Nc3ccccc3F)cc2)c1,.,-4,-4,1,-1,-4,1,.,0.9
